uPA generation: inhibitors of cell surface uPA generation | cell surface uPA generation assay, qHTS | Potency, µM (top dose mostly 38.3 µM), for inactives: at the top dose activity change, negative = inhibition, actives largely listed as inhibitors | 330,000 tested, 0.31% active | AID 540303; active = well fitted inhibition curve with a large enough effect; inconclusive = small, poorly fitted or top-dose-only effect; inactive = no such curve, though single readings can be large or run the other way; tested in mouse RAW 264.7 cells; note: potency is the fitted concentration of half-maximal effect; % is set by controls: 0 for no effect and ±100 for the full control effect; nearly all actives have a fitted effect of over 55% in size
USP2a inh: USP2a (human) protease inhibition. O75604. USP2 core, Ub-CHOP2 coupled fluorogenic reporter, 485/531. Potency, µM (highest dose often 38.3 µM), without a hit: at the top dose activity change, negative = inhibition, hits mostly inhibitors. 330,000 tested, 0.01% active;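 note: potency is the fitted concentration of half-maximal effect; plate controls were DMSO wells for no effect and full inhibition by NEM control for full effect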
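USP2 core (10nM final) preincubated 30min RT with compound in 20mM Tris-HCl pH 8.0, 2mM CaCl2, 2mM beta-mercaptoethanol, 0.05% CHAPS; 25nM Ub-CHOP2 plus 25nM reporter substrate added, fluorescence (Ex485/Em531) read after 60min.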
BCR signal inh: inhibitors of chronic active B-cell receptor signaling; ABC-DLBCL IkBa-CBG/CBR reporter, luminescence ratio, 4 h; Potency, µM (top dose mostly 46.1 µM), without a hit: at the highest dose ratio change, negative = lower green/red ratio, most hits filed as inhibitors; 340,000 tested, 0.05% active; AID 493014; active = well fitted inhibition curve with a large enough effect in the signal ratio, with a control signal flat, not every such curve was filed as active; inconclusive = small, poorly fitted or top-dose-only effect, or effect the other way, or a change in a side signal; the % refers to the signal ratio;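 note: potency is the fitted concentration of half-maximal effect; plate controls were basal doxycycline-induced cells for no effect and cells given 10 µM MG132 for full effect; MG132 reads +100%, hits lower the ratio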
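Compounds up to 46 uM were incubated four hours with TMD8 cells whose green CBG68 luciferase is fused to IkappaBalpha; red CBR luminescence normalised the signal, and concentration-effect curves were fitted to fusion, red and ratio data.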
Tb PFK inh: blocks T. brucei phosphofructokinase. Potency, µM (doses to about 57.5 µM), for inactives: at the highest dose activity, negative = inhibition, usual class: inhibitors. O15648. 330,000 tested, 0.17% active. T. brucei PFK, ADP-Glo luminescence;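 note: potency is the fitted concentration of half-maximal effect; 0% = uninhibited 1x PFK enzyme wells and -100% = no-enzyme wells; nearly all actives have a fitted effect of over 60% in size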
Target sequence (O15648 whole entry, looked up): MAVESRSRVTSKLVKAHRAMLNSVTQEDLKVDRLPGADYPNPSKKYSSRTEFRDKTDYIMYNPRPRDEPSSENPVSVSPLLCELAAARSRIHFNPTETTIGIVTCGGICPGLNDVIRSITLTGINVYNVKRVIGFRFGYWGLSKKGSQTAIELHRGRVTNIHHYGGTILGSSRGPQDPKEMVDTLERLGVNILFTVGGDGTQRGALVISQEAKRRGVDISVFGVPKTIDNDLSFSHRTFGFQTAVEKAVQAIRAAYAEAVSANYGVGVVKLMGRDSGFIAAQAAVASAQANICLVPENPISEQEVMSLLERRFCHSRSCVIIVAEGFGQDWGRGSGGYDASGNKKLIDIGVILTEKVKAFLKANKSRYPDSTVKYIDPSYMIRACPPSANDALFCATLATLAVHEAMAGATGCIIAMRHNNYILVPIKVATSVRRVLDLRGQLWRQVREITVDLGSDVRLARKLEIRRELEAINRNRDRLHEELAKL
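Activity is normalized to no-enzyme wells (full inhibition) and 1.25 nM enzyme wells (no inhibition). Reaction: 0.5 mM F6P, 0.1 mM ATP, 45 min RT, ADP-Glo luminescence; concentration-response curves fitted and classed by quality.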
TCR activator: activators of T cell receptors. 330,000 tested, under 10 active. AID 504894. Potency, µM (top dose mostly 9.22 µM), inactives show top-dose activation of IL-2 secretion, actives largely listed as activators. primary human leukocytes, anti-CD3, IL-2 HTRF, 48 h; note: % of control where 0% means no effect
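48 hr co-incubation of compounds, a-CD3 beads and primary human leukocytes; IL-2 quantified homogeneously by HTRF with anti-IL-2 K and d2 conjugates.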
ELG1 DNA repair: blocks ELG1-dependent DNA repair in HEK293T cells | HEK293T ELG1-luciferase reporter, luminescence, 16 h; DNA damage induced by 5-fluorouridine | Potency, µM (titrated, usually from 46.1 µM), for inactives: at the top dose activity change, negative = inhibition, most hits filed as inhibitors | 330,000 tested, 2.3% active; note: potency is the fitted concentration of half-maximal effect; % is set by controls: 0 for no effect and ±100 for the full control effect; nearly all actives have a fitted effect of over 55% in size
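Cells (2,000 per well) received 5-fluorouridine plus test compound or DMSO and were incubated 16 hr at 37 °C, 5% CO2. Luciferase activity was read by luminescence 30 min after ONE-Glo addition; signal suppression marked inhibition of damage-induced ELG1 function.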
Mito fusion act: mitochondrial division inhibition or fusion activation; S. cerevisiae fusion-defective mutant growth rescue, CellTiterGlo 48 h; Potency, µM (titrated, usually from 46.1 µM), for inactives: at the highest dose growth rescue (activation), most hits filed as activators; 320,000 tested, 0.23% active;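 note: potency is the fitted concentration of half-maximal effect; % of control where 0% means no effect; nearly all actives have a fitted effect of over 45% in size; temperature-sensitive fusion mutants such as fzo1-1 at 37 °C on non-fermentable ethanol glycerol medium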
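Growth-rescue viability read-out: after 48 h at the non-permissive 37C in glycerol/ethanol YPEG, yeast mitochondrial fusion mutants are measured by CellTiterGlo luminescence; compounds (23 nl pinned per well) restoring growth score as division inhibitors or fusion activators.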
B2AR arrestin: beta2AR (human) beta-arrestin recruitment activity. P07550. beta-arrestin recruitment to beta2AR, cell-based reporter. Potency, µM (series often up to 46.1 µM), for inactives: top-dose activation, usual class: activators. AID 492947. 330,000 tested, 0.02% active;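 note: potency is the fitted concentration of half-maximal effect; 0% = DMSO controls and full agonism = EC100 isoproterenol or metaproterenol; nearly all actives have a fitted effect of over 65% in size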
Eya2 inh: blocks the phosphatase activity of human Eya2. recombinant Eya2, OMFP fluorescence dephosphorylation (OMFP is methylfluorescein phosphate). Potency, µM (doses to about 76.9 µM), without a hit: top-dose activity, negative = inhibition, actives largely listed as inhibitors. 330,000 tested, 0.006% active. AID 488837; note: potency is the fitted concentration of half-maximal effect; % is set by controls: 0 for no effect and ±100 for the full control effect
Target sequence (O00167 whole entry, looked up): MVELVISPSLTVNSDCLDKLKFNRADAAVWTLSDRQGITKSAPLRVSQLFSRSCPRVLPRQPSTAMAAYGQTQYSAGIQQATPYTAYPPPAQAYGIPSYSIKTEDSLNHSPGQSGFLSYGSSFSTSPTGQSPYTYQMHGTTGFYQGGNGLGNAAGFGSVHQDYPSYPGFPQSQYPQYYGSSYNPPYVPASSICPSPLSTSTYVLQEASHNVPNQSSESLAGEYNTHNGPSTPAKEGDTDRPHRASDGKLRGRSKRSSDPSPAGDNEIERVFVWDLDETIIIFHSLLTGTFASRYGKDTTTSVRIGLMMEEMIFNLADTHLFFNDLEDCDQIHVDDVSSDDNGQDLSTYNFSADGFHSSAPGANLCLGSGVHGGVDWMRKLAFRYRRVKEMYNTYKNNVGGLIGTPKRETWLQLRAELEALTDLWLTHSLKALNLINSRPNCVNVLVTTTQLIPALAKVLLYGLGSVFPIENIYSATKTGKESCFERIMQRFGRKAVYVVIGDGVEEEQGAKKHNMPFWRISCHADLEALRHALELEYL
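Eya2 (0.2 uM) preincubated 10 min at ambient with compound, then OMFP substrate added at 50 uM; 10 min reaction in 50 mM HEPES pH 7.5, 50 mM NaCl, 5 uM MgCl2, 0.05% BSA, 1 mM DTT. Fluorescence read at Ex 485/Em 525 nm.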
TSG101-PTAP inh: blocks PTAP/TSG101 interaction to inhibit HIV-1 budding | 340,000 tested, under 10 active | Potency, µM (highest dose often 115 µM), inactives show top-dose activity change, negative = inhibition, hits mostly inhibitors | AID 493005 | Q99816 | Fluorescence polarization, FITC-PTAP peptide / Tsg101 binding; active = well fitted inhibition curve with a large enough effect in the main read-out, with a control signal flat, not every such curve was filed as active; inconclusive = small, poorly fitted or top-dose-only effect, or effect the other way, or a change in a side signal; inactive = no such curve, though single readings can be large or run the other way; note: potency is the fitted concentration of half-maximal effect; % of control where 0% means no effect
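Tsg101 binding domain (10 uM final) was mixed with compound and a FITC-labeled PTAP peptide (50 nM final) in HEPES pH 7.5 buffer with NaCl, Tween 20, EDTA and TCEP; fluorescence polarization was read after 20 min at r.t.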
TSHR antagonist: human thyrotropin receptor antagonism. P16473. TSHR-expressing cells, TSH-stimulated cAMP HTRF, 2 h; hits give low values. activity change, negative = inhibition, % at 11.5 µM. 330,000 tested, 0.2% active. AID 504810;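 active = activity change below a set negative limit, meaning inhibition stronger than a set level, cut at about -70% in these data; inconclusive = activity change between two set negative limits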; note: % is set by controls: 0 for no effect and ±100 for the full control effect
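Competitive HTRF cAMP read-out (cryptate anti-cAMP antibody, cAMP-d2; 30 min, room temperature) in freshly harvested TSHR cells. Compounds added before TSH at EC80 (4nM final), followed by 2 hours' incubation at 37 deg C.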
The depositor's hits bear a star; ? = inconclusive; · = no result given; [ ] = remark or other dose. Unless noted, calls come from the whole dose curve; as a rule, active = well fitted curve in the direction sought with a large enough effect; inconclusive = small, poorly fitted or top-dose-only effect, or another doubt; inactive = no such curve, though single readings can be large; an effect the other way counts as inactive or inconclusive. Outcome played no part in choosing rows; overall some 3% were active at least once.

entry	Structure	B2AR arrestin	BCR signal inh	Eya2 inh	Mito fusion act	Tb PFK inh	TCR activator	ELG1 DNA repair	TSHR antagonist	TSG101-PTAP inh	uPA generation	USP2a inh
1	COc1cc(CN2CCNC(=O)C2CC(=O)NCCCN2CCOCC2)cc(OC)c1 (configuration not stated)	0.8%	4%	8%	3%	-2%	-3%	-12%	-4	0%	1%	2%
2	CN(C)c1ccc(N2C(=O)CSC2=S)cc1	3.9%	0%	1%	0%	0%	5%[46.1 µM]	?	-6	0%	-2%	-1%
3	Cc1cc(C)nc(N2C(=O)CC(C(=O)O)NC2=NCCc2c[nH]c3ccccc23)n1 (configuration not stated)	0.1%	0%	18%	1%	3%	0%	-19%	-6	-5%	17%	-2%
4	CCC(CO)Nc1ncnc2c1cnn2-c1ccc(OC)cc1 (configuration not stated)	-0.9%	23%	2%	3%	1%	-4%	?	-10	1%	?	-1%
5	Nc1nc(N)c2sc3nc(C(F)(F)F)cc(C(F)(F)F)c3c2n1	0.0%	-9%	-3%	-9%	0%	-5%[46.1 µM]	?	-9	-1%	-3%	-1%
6	COc1ccc(N2C(=O)C(OC(C)=O)C2c2ccc(C)cc2)cc1 (configuration not stated)	0.1%	5%	3%	0%	-5%	1%[46.1 µM]	4%	-2	-3%	3%	1%
7	Cc1c(C(=O)OCC(=O)N2c3ccccc3CC2C)oc2ccccc12 (configuration not stated)	-0.5%	-1%	4%	-1%	-1%	5%	-12%	-15	1%	-4%	5%
8	COC(=O)c1sccc1NC(=O)c1ccc(Cl)s1	-0.1%	?	-20%	17%	-5%	-5%	3%	-9	-5%	·	3%
9	O=C(O)c1cccc2c3c([nH]c12)CCCC3	2.3%	5%	12%	-5%	1%	-8%	-1%	-1	-4%	8%	1%
10	CCn1nc(C)c(CN2CCC(C(=O)Nc3cccc(-c4cccc(F)c4)c3)CC2)c1C	-0.2%	?	-5%	-5%	1%	-4%	-4%	4	0%	2%	2%
11	O=C(Nc1ccc(S(=O)(=O)N2CCOCC2)cc1)c1ccc(S(=O)(=O)N2CCOCC2)cc1	-0.6%	-9%	10%	5%	-15%	-9%	0%	13	-5%	2%	0%
12	NC(=O)c1cc2ccccc2o/c1=N/NC(=O)c1cccc(Cl)c1	-0.5%	7%	0%	-6%	1%	-5%	9%	-79*	-5%	11%	2%
13	O=C(NCCNc1ccc([N+](=O)[O-])cc1C(F)(F)F)c1cccc(F)c1	-1.6%	-2%	-4%	14%	-8%	4%[46.1 µM]	-16%	-19	0%	-10%	1%
14	Cc1ccc(C)c(NS(=O)(=O)c2cc(C(=O)NCCC3=CCCCC3)ccc2C)c1	0.5%	?	-19%	27%	1%	1%	?	-7	-5%	5%	0%
15	CC(C)(C)C1CCC(=NNC(=O)CC(=O)NCc2ccccc2)CC1 (configuration not stated)	-0.2%	-1%	-10%	-1%	4%	-2%	0%	2	-1%	2%	-9%
16	CNC(=O)CN(c1cccc(Br)c1)S(C)(=O)=O	-0.1%	2%	5%	5%	-14%	-5%	-9%	21	-11%	1%	1%
17	O=C(NCN1CCN(c2ccccc2)CC1)c1cnccn1	0.0%	0%	?	-6%	2%	-3%	-4%	-1	-4%	-8%	1%
18	O=C(Oc1ccc(C(=S)N2CCOCC2)cc1)c1ccc([N+](=O)[O-])cc1[N+](=O)[O-]	-0.4%	0%	3%	0%	1%	0%	0%	-3	2%	11%	3%
19	O=c1[nH]c2ccccc2nc1Cc1ccc(Cl)cc1	0.2%	2%	-7%	15%	4%	-1%	12%	14	-2%	-4%	-2%
20	CCCCCCc1ccc(N2C[C@H](Cc3ccccc3)[C@@H](CC(=O)NCc3ccc(OC)cc3)C2=O)cc1	-0.5%	-14%	-17%	-8%	3%	-2%	-5%	-12	-11%	8%	1%

More compounds
entry	Structure	B2AR arrestin	BCR signal inh	Eya2 inh	Mito fusion act	Tb PFK inh	TCR activator	ELG1 DNA repair	TSHR antagonist	TSG101-PTAP inh	uPA generation	USP2a inh
21	CCn1c(SCC(=O)Nc2ccccc2N2CCCCC2)nc2c1c(=O)n(C)c(=O)n2C	-0.2%	?	3%	11%	-1%	11%	18µM*	-8	-14%	13%	-5%
22	C[C@H](NC(=O)c1[nH]cnc1C(=O)Nc1ccc(CNC(=O)OC(C)(C)C)cc1)C(=O)OC(C)(C)C	0.1%	-1%	-15%	-4%	-13%	-2%	16µM*	-4	-7%	-15%	1%
23	Cc1ccn2cc(CCNC(=O)CC3CCCCC3)nc2c1	-0.1%	-9%	-9%	2%	3%	·	22%	11	-1%	-1%	1%
24	Cc1ccc(C)c(S(=O)(=O)Nc2ccc(S(=O)(=O)Nc3onc(C)c3C)cc2)c1	-0.2%	10%	-9%	-2%	0%	-2%	0%	1	-2%	3%	1%
25	CCN(CC)C(=S)SCC(=O)Nc1nc(=O)c2ccccc2s1	0.3%	?	9%	-5%	-1%	1%[46.1 µM]	?	-11	-1%	-22%	1%
26	CCOc1ccc(NC(=O)CCNS(=O)(=O)c2ccc(Br)s2)cc1	0.3%	-2%	6%	-4%	6%	·	-5%	12	-1%	6%	-1%
27	Cc1ccc(CN2CCSc3ccc(C(=O)NCc4cccnc4)cc32)cc1	0.1%	?	-5%	-6%	0%	-3%	-23%	-8	-1%	1%	-8%
28	CCCNC(=O)[C@@H]1CCCN1C(=O)C1CCN(S(=O)(=O)c2ccc(C)cc2)CC1	0.1%	0%	16%	-16%	-8%	1%	11%	4	-4%	4%	3%
29	CCOc1ccc(CN(C)CC(=O)NNC(=O)c2ccc(Cl)cc2)cc1OC	0.0%	-3%	18%	-22%	1%	-6%[46.1 µM]	-6%	7	-3%	-3%	5%
30	Cc1ccc(S(=O)(=O)NNC(=O)c2ccc(O)cc2)cc1	-1.4%	?	6%	-4%	-4%	-1%[46.1 µM]	-15%	13	0%	0%	0%
31	COCCNC(=O)C1(C)C=CC2(CCCCC2)N1C(=O)c1ccccc1 (configuration not stated)	-0.8%	5%	2%	-4%	0%	6%	10%	1	-4%	14%	0%
32	CC1=C(C(=O)OCC(C)C)C2(O)C(=O)c3ccccc3C2(O)N1 (configuration not stated)	-0.3%	-2%	2%	1%	-1%	-1%[46.1 µM]	1%	-2	4%	3%	1%
33	CCN(CC(=O)NC1CCCC1)S(=O)(=O)c1ccc(Br)cc1	0.0%	?	5%	-1%	-12%	3%	?	15	·	-18%	5%
34	Cc1cccn2c(=O)c(C=O)c(N3CCSCC3)nc12	0.4%	5%	0%	-2%	0%	-3%	-12%	-4	-1%	-4%	1%
35	COc1ccc(NS(=O)(=O)c2cc(NC(=O)c3ccc(C)s3)ccc2N2CCOCC2)cc1	3.6%	?	-2%	19%	-1%	-7%	-30%	-21	-5%	4%	2%
36	Clc1ccccc1C1SCC2Nc3ccccc3CN21 (configuration not stated)	-1.3%	-1%	-11%	0%	1%[0.46 µM]	-4%	?	4	-3%	-1%	-1%
37	COc1ccc(Cc2noc(CN(C)CC3CCN(Cc4ccccc4)CC3)n2)cc1OC	0.3%	-9%	8%	4%	-2%	1%	?	-4	-5%	-1%	0%
38	Cn1cnc2cc(NCc3ccccc3Cl)ccc21	-0.1%	?	4%	26%	1%	-5%	?	-5	-7%	-3%	0%
39	CCCn1c(SCC(=O)Nc2c(C)cccc2CC)nnc1C(C)C	-0.8%	?	-8%	1%	3%	3%	8%	5	-7%	1%	2%
40	CC1(C)Cc2c(C#N)c(N)sc(=S)c2CS1	0.1%	-4%	-8%	-4%	6%	2%	12%	1	-7%	-4%	-2%
41	Cc1cnc(Nc2nc3ccccc3o2)nc1C(=O)Nc1cccc(C(F)(F)F)c1	-0.6%	0%	-15%	-7%	0%	-1%	?	1	72%[activator]	2%	1%
42	O=C(COc1ccc(S(=O)(=O)NCc2ccccc2)cc1Cl)NCc1ccccn1	-0.4%	0%	?	7%	-2%	-2%	-6%	2	2%	0%	0%
43	CC(=O)Nc1nnc(S(=O)(=O)N2CCN(c3ccc(Cl)cc3[N+](=O)[O-])CC2)s1	-0.7%	3%	0%	-1%	0%	13%	-4%	-12	-9%	2%	2%
